# SKN-1 block = suppressors of acrylamide-induced Pgst-4::GFP reporter in worms, primary screen, SKN-1 inhibitor project, whole organism, uHTS, GFP/RFP fluorescence ratio, strain VP596; C. elegans VP596 Pgst-4::GFP/RFP ratio, 24 h; inhibition, % at 21.8 µM; hit rate 0.49% among 360,000;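 active = interference check ratio from 0.5 to 1.5 plus GFP to RFP signal ratio inhibition reaching or exceeding a fixed threshold, cut at about 30% in these data, passing the limit was not always enough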; note: some compounds called inactive have numbers as strong as hits
# Neddyl block = inhibitors of cullin neddylation, primary screen, biochemical, TR-FRET, uHTS, NAE and Ubc12 | calls only at 25 µM | NEDD8-conjugating enzyme Ubc12 (Homo sapiens) + NEDD8-activating enzyme E1 regulatory … | hit rate 0.58% among 360,000; in the data active = inhibition above about 36%
# Target sequence (P61081 whole entry, looked up): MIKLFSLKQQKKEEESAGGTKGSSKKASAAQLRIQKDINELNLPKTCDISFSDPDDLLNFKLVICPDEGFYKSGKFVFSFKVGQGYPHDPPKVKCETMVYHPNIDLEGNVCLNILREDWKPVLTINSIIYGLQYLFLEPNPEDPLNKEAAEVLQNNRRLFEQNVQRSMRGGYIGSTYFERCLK
# Target sequence (Q13564 whole entry, looked up): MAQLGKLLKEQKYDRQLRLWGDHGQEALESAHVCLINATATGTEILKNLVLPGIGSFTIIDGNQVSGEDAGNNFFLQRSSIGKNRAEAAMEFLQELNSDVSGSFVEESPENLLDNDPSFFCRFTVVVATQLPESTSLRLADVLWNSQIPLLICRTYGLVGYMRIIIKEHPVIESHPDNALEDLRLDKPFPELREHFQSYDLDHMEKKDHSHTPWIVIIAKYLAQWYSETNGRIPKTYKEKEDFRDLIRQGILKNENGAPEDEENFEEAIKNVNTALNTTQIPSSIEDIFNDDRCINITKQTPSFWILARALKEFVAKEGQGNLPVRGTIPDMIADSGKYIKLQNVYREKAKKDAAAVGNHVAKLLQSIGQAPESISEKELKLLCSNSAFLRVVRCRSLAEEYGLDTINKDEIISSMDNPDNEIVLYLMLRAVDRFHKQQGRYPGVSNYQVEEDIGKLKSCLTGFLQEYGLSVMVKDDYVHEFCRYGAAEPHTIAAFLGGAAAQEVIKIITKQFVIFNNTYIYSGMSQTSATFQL
# NRP1-CendR mod = modulators of CendR peptide binding to NRP-1, primary screen, biochemical, fluorescence polarization, uHTS | Neuropilin-1 (Homo sapiens), O14786 | AID 602438, 2012 | hit rate 0.85% among 360,000 | FAM-RPARPAR peptide binding to NRP-1 | inhibition, % at 25 µM;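 active = inhibition or corrected inhibition above about 18%, plus a signal ratio from 0.5 to 1.5, limit read from the data, passing the limit was not always enough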; note: strong numbers were not always called active
# MT1-MMP act inh = blockers of MT1-MMP proenzyme processing, primary screen, HT1080 RFP-PRO-GFP cells, GFP/RFP fluorescence | hit rate 0.061% among 360,000 | GFP/RFP ratio change, % at 20 µM | GFP/RFP ratio fluorescence, overnight; percent of plate control window, DMSO zero;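 active = GFP/RFP ratio change of at least 30% with cell ATP level not reduced by more than half and red fluorescence within 50% of control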; note: strong numbers were not always called active
#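 system = RFP-PRO-GFP reporter HT1080 cells | dosing = 20 µM single dose, 1% DMSO | timing = overnight cell settling, then overnight compound exposure, 37 °C, 5% CO2 | read-out basis = GFP/RFP fluorescence ratio | controls = DMSO and RFP-L50D-GFP cell wells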
# Rin1 Abl inh = inhibitors of Rin1-Abl protein binding, primary screen, biochemical, TR-FRET | Tyrosine-protein kinase ABL1 (Homo sapiens) + Ras and Rab interactor 1 (Homo sapiens), … | inhibition, % at 7.35 µM | hit rate 0.4% among 360,000 | AID 588664, 2011; in the data active = inhibition above about 5%, passing the limit was not always enough
# bovine MsrA act = bovine MsrA enzyme activators, primary screen, biochemical, absorbance, HTS. purified bovine MsrA, absorbance read-out. activation, % at 10.6 µM. Methionine sulfoxide reductase A (Bos taurus). AID 602163, 2012. hit rate 0.3% among 360,000; in the data active = activation above about 7.5%;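 note: 0% = vehicle and 100% = reference activator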
# PABP1 MLLE inh = inhibitors of PABP1 MLLE–PAM2 peptide binding, primary screen, biochemical, fluorescence polarization, FITC-PAM2, GST-MLLE; hit rate 0.36% among 360,000; inhibition, % at 20 µM; in the data active = inhibition above about 35%, passing the limit was not always enough;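 note: plate controls were DMSO wells with GST-MLLE for no effect and wells lacking GST-MLLE protein for full effect; some results filed as inactive read as strong as hits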
# FAS-TE inh = FAS thioesterase domain inhibitors, primary screen, biochemical, fluorescence intensity, uHTS. recombinant FAS-TE, OMFH fluorogenic substrate, fluorescence endpoint. inhibition, % at 15 µM. hit rate 0.67% among 360,000. AID 602261, 2012;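 active = compounds whose normalised, plate-corrected inhibition of enzyme fluorescence in the single-dose primary screen is 50% or more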;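 note: 0% = DMSO with enzyme and 100% = substrate without enzyme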
# E coli Lon inh = inhibitors of E. coli Lon protease, primary screen, biochemical, fluorescence polarization; P0A9M0; purified E. coli Lon protease; inhibition, % at 7.94 µM; hit rate 0.42% among 360,000; AID 602123, 2011; in the data active = inhibition above about 13%, passing the limit was not always enough;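 note: 0% = enzyme with probe and DMSO and 100% = no enzyme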
# * marks the source's active call; other numbers are inactive results; i = inactive; . = not tested or not shown; + = active, no number; & = joins results of further samples.
compound	SKN-1 block	Neddyl block	NRP1-CendR mod	MT1-MMP act inh	Rin1 Abl inh	bovine MsrA act	PABP1 MLLE inh	FAS-TE inh	E coli Lon inh
CCn1c2ccccc2c2nnc(SCc3ccccc3)nc21	1	i	-6	-6	-3	-1	1	27	-7
O=C(NC1CCN(S(=O)(=O)c2ccc(F)cc2)CC1)c1cccnc1	-21	i	5	-2	1	-4	-2	-3	5
COc1cccc(CN2CCCC(C(=O)c3ccc4c(c3)OCO4)C2)c1O (centres undefined)	-3	i	15	1	2	-3	-4	0	3
N#Cc1ccccc1Cn1cc(/C=N/Nc2ccc([N+](=O)[O-])cn2)c2ccccc21	17	i	-38	-51	-6	-2	-119	8	3
CCN1CCN(CCC(=O)Nc2cccc(OC)c2)CC1	-27	i	-8	1	3	-11	-2	-8	0
CC(=O)NCCCNc1ccc([N+](=O)[O-])cc1	9	i	-6	2	-3	-4	6	-11	4
COc1cc(C(=O)N2CCC2(C)C(=O)O)cc(OC)c1OC (centres undefined)	-8	i	11	1	-4	3	-3	-3	-11
Cc1ccc(NC(=O)C2=C(c3ccccc3)S(=O)(=O)CCS2(=O)=O)cc1	-7	i	1	-3	0	-8	22	75*	8
CN(C)C(CNC(=S)Nc1ccc(F)cc1)c1cccnc1 (centres undefined)	1	i	5	1	-1	-3	4	-9	-2
C=CCNC(=O)c1cc2cccc(OC)c2oc1=O	6	i	-3	1	-1	-2	20	-3	7
CCOC(=O)/C=c1\s/c(=C\c2ccc(C(=O)OC)cc2)c(=O)n1CC(=O)Nc1ccccc1	0	+	-4	-1	1	-3	-9	-1	-4
Cc1ccc(C)c(OCC(=O)Nc2nc3ccc([N+](=O)[O-])cc3s2)c1	7	i	-19	2	-2	-2	14	-9	1
CSCCC(NC(=O)COc1ccccc1)C(=O)N1CCN(C(C)=O)CC1 (centres undefined)	-1	i	17	2	-1	-2	11	-3	-2
O=C(Nc1ccc2[nH]c(=O)[nH]c2c1)c1c(F)c(F)c(F)c(F)c1F	6	i	-12	-7	3	-4	-8	2	-1
CCOc1ccc(C(C)=O)cc1CSc1nnnn1-c1ccc(O)cc1	-5	i	-11	-4	1	-2	-4	5	-8

# The listing continues:
compound	SKN-1 block	Neddyl block	NRP1-CendR mod	MT1-MMP act inh	Rin1 Abl inh	bovine MsrA act	PABP1 MLLE inh	FAS-TE inh	E coli Lon inh
CN(C(=O)CN1C(=O)NC(C)(CCc2ccccc2)C1=O)c1ccccc1 (centres undefined)	6	i	-13	0	0	-4	-1	-5	-13
CCOc1ccccc1C(=O)NCC(=O)OCC(=O)N1CCCC1	-4	i	5	0	1	1	-4	-4	0
O=C(COc1ccccc1)OCC(=O)N1CCCc2ccccc21	-16	i	7	1	1	-1	12	-3	4
Cc1ccc(NC(=O)COC(=O)CCc2ccccc2)c(Cl)c1	-5	i	12	3	-2	-1	-1	4	-6
COc1ccc(S(=O)(=O)N2CCNC(=O)C2)cc1Br	-3	i	-1	-1	-2	-10	-5	-2	-8
CC(C)(C)c1ccc(C(=O)N/N=C/c2ccccn2)cc1	15	i	2	2	-1	0	16	1	2
CC(Sc1nnc(-c2ccccc2F)n1C1CC1)C(N)=O (centres undefined)	-18	i	-16	-3	3	-7	3	-5	3
COc1ccc(-c2ccc(CN3C(CC(C)C)C(=O)N(Cc4cn(Cc5ccco5)nn4)CCS3(=O)=O)cc2)cc1 (centres undefined)	2	i	-31	-9	1	-1	-3	20	-4
Cc1ccc(NC(=O)C=NOCC(=O)Nc2cc(C)cc(C)c2)cc1	6	i	4	1	1	-1	0	-7	-5
O=C(NCC(=O)N1CCN(S(=O)(=O)c2ccccc2F)CC1)c1ccc2c(c1)OCO2	-5	i	-20	2	-2	-1	-4	-6	5
N#Cc1ccccc1NC(=S)Nc1ccc(F)cc1	8	i	12	1	-1	-3	1	-1	7
CCOC(=O)CSc1nc2cccnc2n1-c1ccc(F)cc1	-4	i	0	-2	-1	-2	1	-2	-2
Cn1ncc([N+](=O)[O-])c1C(=O)Nc1ccc(Cl)cc1	20	i	3	1	1	-3	-3	-2	-10
COc1ccc(Nc2c(-c3cc4ccccc4o3)nc3nc(C)cc(C)n23)cc1	10	i	-21	-1	.	-3	.	6	-9
C(=N\N1CCN(Cc2cccc3ccccc23)CC1)/c1cccnc1	10	i	4	-2	-2	2	11	5	-2

# (list continues)
compound	SKN-1 block	Neddyl block	NRP1-CendR mod	MT1-MMP act inh	Rin1 Abl inh	bovine MsrA act	PABP1 MLLE inh	FAS-TE inh	E coli Lon inh
Cc1oc(-c2ccccc2Cl)nc1CSCC(=O)O	10	i	9	-1	4	0	-2	-8	-1
CCOC(=O)c1ncn2c1CN(C)C(=O)c1cc(F)ccc1-2	10	i	-11	3	-2	-2	-11	-4	-1
CN(c1ccc(C(=O)Nc2ccc3c(c2)n(C)c(=O)n3C)cc1)S(C)(=O)=O	-13	i	-14	8	0	-4	-7	-4	-9
CC(C)(C)n1ncc2c(=O)n(Cc3c(Cl)cccc3Br)cnc21	-21	i	10	0	1	-3	-4	17	0
O=C(Nc1nc(NC(=O)c2ccco2)n(-c2ccccc2)n1)c1ccccc1	3	.	14	3	0	-5	6	1	-8
CN(C)CCN(C(=O)c1ccc2ccccc2c1)c1nc2ccc(F)cc2s1	-1	i	12	2	3	-4	-6	17	-9
COc1ccc2c(COC(=O)c3cccc(S(=O)(=O)NCC(C)C)c3)cc(=O)oc2c1	-10	i	-1	0	4	-5	5	17	5
COc1cc(C(=S)N2CCN(C)CC2)ccc1OCC(=O)NCc1ccccc1	14	i	8	0	1	-4	14	-2	3
C=CCn1c(=O)c2ccccc2n2c(SCC(=O)N(C)C)nnc12	5	i	-5	-3	-2	-6	2	-5	-1
N/C(=N\c1nc2ccccc2o1)NC(=O)c1ccc(F)cc1	5	i	-7	.	1	-12	3	-9	-2
CCOC(=O)Cc1nnc(NC(=O)CC)s1	-5	i	8	-1	0	-4	5	-10	-2
CC1(C)CC(NCCC(c2ccccc2)c2ccco2)CCO1 (centres undefined)	-14	i	3	-4	0	-5	3	-8	-16
COc1ccc(C(=O)NC(=S)NNC(=O)c2ccc(NC(C)=O)cc2)cc1Br	-1	i	-6	10	-4	-1	2	0	5
CCc1cccc(OCC(=O)Nc2cc(Cl)ccc2-n2cncn2)c1	-26	i	-14	-5	1	-9	-11	23	-8
Cc1cccc(Cn2cnc3c(nnn3Cc3ccccc3F)c2=O)c1	7	i	-7	5	-2	-1	-8	10	0

# Overlap with the part before: two entries, then new ones.
compound	SKN-1 block	Neddyl block	NRP1-CendR mod	MT1-MMP act inh	Rin1 Abl inh	bovine MsrA act	PABP1 MLLE inh	FAS-TE inh	E coli Lon inh
CCc1cccc(OCC(=O)Nc2cc(Cl)ccc2-n2cncn2)c1	-26	i	-14	-5	1	-9	-11	23	-8
Cc1cccc(Cn2cnc3c(nnn3Cc3ccccc3F)c2=O)c1	7	i	-7	5	-2	-1	-8	10	0
CCCCN(C(=O)c1cnc(C)cn1)c1c(N)n(CCC)c(=O)[nH]c1=O	-1	i	-1	1	5	-14	2	-7	-2
CCOC(=O)C1=C(c2ccccc2)O/C(=C(/C(=O)OC)C(F)(F)F)S1	16	i	2	-1	3	-3	11	27	-5
CC(=O)NCCC(=O)NCC1(N(C)Cc2ccccc2)Cc2ccccc2C1	5	i	4	0	1	-3	7	-3	1
Cc1cccc(-c2nc(C#N)c(N3CCC(C)CC3)o2)c1	-6	i	15	3	2	0	-2	-6	3
COC(=O)c1ccccc1NC(=O)C1CCCO1 (centres undefined)	6	i	0	2	0	-1	1	-22	-8
Nc1ccc2c(c1)[nH]c(=O)c1cc(N)ccc12	10	.	-12	7	-8	-1	-2	-4	-2
COc1cccc2c1-c1c(O)cccc1C2=O	7	i	-3	2	-12	-6	7	-5	-5
CC(=O)c1ccc(N2CCN(C(=O)c3ccc4c(=O)n(-c5ccccc5)c(=O)[nH]c4c3)CC2)cc1	-21	i	-5	3	-3	-9	6	-6	13
CCC(C)Sc1cc(-c2nc3ccc(C)cn3c2NCc2ccccc2)ccc1OC (centres undefined)	9&17	.	0&-11	-3&17	1	-3&-6	-3	37&26	-10&-9
Cc1cc(C)c2cc(C#N)c(NCCNC(=S)NCCCN3CCOCC3)nc2c1	4	.	17	10	0	-5	-37	-10	-4
Fc1ccc(CNCc2ccccc2C(F)(F)F)cc1	-6	i	3	2	-1	-5	-2	-6	0
NC1=NN=C(c2ccc3c(c2)OCCO3)CS1	-3	i	-14	6	-1	0	6	-10	-4
O=C(c1ccccc1)N1CCN(CC2CC=CCC2)CC1 (centres undefined)	1	i	-15	1	3	3	-11	-6	-2
CC1(C)CC(=O)C=C(c2ccc(-c3ccccc3)cc2)C1	-19	i	-1	-9	1	1	1	-3	-5
O=C(Cc1cccs1)NNC(=O)c1ccccc1Cl	10	i	12	-2	4	-2	3	-8	-3

# The listing continues.
compound	SKN-1 block	Neddyl block	NRP1-CendR mod	MT1-MMP act inh	Rin1 Abl inh	bovine MsrA act	PABP1 MLLE inh	FAS-TE inh	E coli Lon inh
COc1ccc(Br)cc1CN(C)CC(O)COc1ccc(Br)cc1 (centres undefined)	35*	i	13	3	-1	-1	5	29	-1
C=C(C)C(=O)Nc1ccc2c(c1)OCCOCCOCCO2	12	i	-18	0	3	-2	1	-1	-8
O=C(CCCN1C(=O)C(c2ccccc2)Oc2cccnc21)NCc1ccc(F)cc1 (centres undefined)	11	i	-6	0	1	-3	1	4	7
COc1ccc(C(=O)N2CCC(C(=O)Nc3ccccc3C)CC2)cc1OC	14	i	19	.	-1	-3	-2	-2	9
COc1cccc(N2C(=O)/C(=C\c3cccs3)NC2=S)c1	16	i	-14	4	-2	-4	-36	0	3
COc1ccc(-n2nc(C(=O)NCC(=O)N3CCCCC3)c3ccccc3c2=O)cc1	-9	i	4	0	-1	-1	9	-5	8
c1ccc(-c2cn3c(n2)SCC3)cc1	3	i	-14	-1	2	-1	-7	-5	-4
C#CCN(Cc1ccco1)C(=O)c1ccc(OC2CCN(Cc3ccccn3)CC2)cc1	15	i	-4	-1	1	-4	6	1	-6
O=C(/C=C/c1ccccc1)Oc1ccccc1C(=S)N1CCOCC1	17	i	1	-2	1	-5	-56	-2	-5
CCc1nnc(NC(=O)c2cccc(S(=O)(=O)N3CCc4ccccc43)c2)s1	5	i	-8	-2	-3	1	-2	-6	1
CCn1c(CNC(=O)c2ccc3c(c2)OCO3)nnc1SCC(=O)Nc1ccccc1F	2	i	9	-2	-1	-4	11	1	-6
CCS(=O)(=O)c1nc(S(=O)(=O)c2ccc(Cl)cc2)c(N2CCC(O)CC2)s1	-3	i	-7	-4	6	-13	5	-1	9
Cc1ccc(C(=O)C[n+]2cc(-c3ccc(C)cc3)n3c2CCCCC3)cc1	1	i	-2	-18	3	3	2	-5	7
Cc1sc(NC(=O)C2CSC3(C)CCC(=O)N23)nc1-c1ccc(F)cc1 (centres undefined)	4	i	-1	-8	-2	-5	-13	6	-1
O=C(CSc1nnc(CNC(=O)c2ccc(F)cc2)o1)NCc1ccccc1Cl	8	i	-8	-1	0	-1	1	1	1
COC(=O)c1ccc2nc(-c3cccc(Br)c3)c(CC3CCCCC3)n2c1	2	i	-19	-10	.	-2	.	27	-10
COc1cccc(OC)c1NC(=O)c1nc2c(nnn2Cc2ccccc2Cl)c(=O)[nH]1	15	i	-2	5	0	-5	2	-2	-5
